Screening data: PubChem BioAssay, The Scripps Research Institute Molecular Screening Center
UHRF1 MBD2 ctr: blocks human UHRF1 binding to methylated DNA | Q96T88 | UHRF1 binding to methylated oligo, TR-FRET | inhibition, % at 4.4 µM | 370,000 compounds, 0.75% hits | AID 687016; in the data active = inhibition above about 21%;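 also: UHRF1 SRA domain binding a hemimethylated CpG hairpin DNA probe; 0% = median of test compound wells and 100% = reference inhibitor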
TDP2 inh: TDP2 (human) inhibition, absorbance primary screen. O95551. inhibition, % at 12.8 µM. recombinant TDP2, T5PNP hydrolysis, p-nitrophenol absorbance 415 nm. AID 720702. 370,000 compounds, 0.34% hits;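 active = inhibition above the mean of all tested compounds plus 3 SD, set per campaign, cut at about 25% in these data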;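 also: 0% = DMSO with enzyme and 100% = buffer with substrate but no TDP2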
Target sequence (O95551 whole entry, looked up): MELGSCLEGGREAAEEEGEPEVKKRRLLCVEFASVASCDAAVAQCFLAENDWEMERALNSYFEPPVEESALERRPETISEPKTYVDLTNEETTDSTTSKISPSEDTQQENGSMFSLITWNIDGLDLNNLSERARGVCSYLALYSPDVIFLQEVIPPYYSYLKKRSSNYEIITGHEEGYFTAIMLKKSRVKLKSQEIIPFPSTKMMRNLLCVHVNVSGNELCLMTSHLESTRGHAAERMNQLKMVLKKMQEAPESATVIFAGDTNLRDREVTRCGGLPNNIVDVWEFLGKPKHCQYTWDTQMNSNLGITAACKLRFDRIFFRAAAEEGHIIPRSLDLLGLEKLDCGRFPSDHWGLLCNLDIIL
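Incubation: 2 h at 37 °C; Test system: recombinant human TDP2; Quantity: enzyme 120 nM; Read-out basis: percent inhibition; Medium: 50 mM Tris-HCl pH 7.5 with Mg2+, KCl, DTT, BSA; Repeats: single replicate; Compound: 12.8 µM single point, 1% DMSO; Signal: epi absorbance; Reagent: 5 mM T5PNP chromogenic substrate; Benchmarks: no-enzyme high, DMSO-plus-enzyme low.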
PRMT1 inh: PRMT1 (human) inhibition, primary screen; Q99873; recombinant PRMT1, activity-based probe fluorescence polarization; inhibition, % at 2.79 µM; 370,000 compounds, 1.3% hits; AID 652257;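 active = inhibition above about 21% made by adding two undisclosed values, limit read from the data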
TCR-CD3 inh: inhibitors of human TCR-CD3 interaction; TAMRA-labeled TCR probe fluorescence, biochemical; inhibition, % at 9.4 µM; 360,000 compounds, 0.37% hits; in the data active = inhibition above about 19%;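 also: recombinant mutant TCR 2C K166C tagged with TAMRA read by polarization; 0% = receptor in buffer alone and 100% = receptor with positive control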
proKLK7 act: activates the human kallikrein-7 zymogen; purified proKLK7, EDANS-DABCYL substrate fluorescence; 100% is mature enzyme control, 0% vehicle; AID 652039; activation, % at 7 µM; P49862; 370,000 compounds, 0.9% hits;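 active = activation above the mean of all tested compounds plus 3 SD, computed per campaign excluding outliers beyond control limits, cut at about 13% in these data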
Target sequence (P49862 whole entry, looked up): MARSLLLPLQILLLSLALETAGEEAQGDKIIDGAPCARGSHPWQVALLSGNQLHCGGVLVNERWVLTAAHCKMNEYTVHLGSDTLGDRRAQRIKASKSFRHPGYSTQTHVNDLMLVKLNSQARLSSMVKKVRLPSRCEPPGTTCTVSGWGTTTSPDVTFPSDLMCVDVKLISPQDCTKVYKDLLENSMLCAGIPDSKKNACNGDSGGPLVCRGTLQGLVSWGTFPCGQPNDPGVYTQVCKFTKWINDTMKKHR
DDE Tn7 FP inh: DD(E)-Tn7 binding inhibition, primary FP screen | P02675 | FP displacement of FITC-Tn7 peptide from fibrin DD(E); 0% = median of compound wells per plate | inhibition, % at 8.3 µM | 370,000 compounds, 0.13% hits;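 active = inhibition above the mean of compounds falling within the control limits plus 3 SD of them, cut at about 14% in these data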;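 also: 0% = plate median of compound wells and 100% = 10 µM Aha-Tn7 peptide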
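Assay system: human fibrin DD(E). Input: DD(E) 2 µM final. Medium: Tris buffer with calcium and detergent, pH 7.8. Compound dosing: single point at 8.3 µM. Timing: 10 min plus 3 h, room temperature. Technique: fluorescence polarization of the labelled Tn7 tracer. Read-out: percent inhibition. Replicates: singlicate testing.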
DDE Tn6 FP inh: DD(E)-Tn6 binding inhibition, primary FP screen; 370,000 compounds, 0.21% hits; inhibition, % at 8.3 µM; Fibrin DD(E) TRITC-Tn6 fluorescence polarization displacement; AID 720509;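 active = inhibition above a per-campaign cutoff: mean of compounds within control limits plus 3 SD, cut at about 15% in these data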;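 also: 0% = median of all compound wells on the plate and 100% = blocking peptide control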
LEDGF integ inh: blocks HIV-1 LEDGF/p75-dependent DNA integration; TR-FRET IN-LEDGF/p75 DNA integration, Eu/Cy5; inhibition, % at 3.7 µM; 370,000 compounds, 0.64% hits; AID 743269;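 active = inhibition above the screen-wide mean plus 3 SD, cut at about 13% in these data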;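 also: signal is the Cy5 over europium emission ratio at 671 and 618 nm; 0% = plate median of compound wells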
SIAE primary: human SIAE inhibition, primary screen; Q9HAT2; SIAE FP-Rh probe binding, fluorescence polarization; inhibition, % at 9.66 µM; 370,000 compounds, 0.69% hits; AID 1053197;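 active = inhibition above a cutoff: mean of compounds within the control limits plus 3 SD of those, cut at about 17% in these data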;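 also: 0% = plate median of compound wells and 100% = probe without SIAE protein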
MBD2 inh: inhibitors of human MBD2 binding to methylated oligonucleotide; Q9UBB5; TR-FRET; inhibition, % at 4.4 µM; 370,000 compounds, 0.31% hits; AID 686964; in the data active = inhibition above about 13%
Target sequence (Q9UBB5 whole entry, looked up): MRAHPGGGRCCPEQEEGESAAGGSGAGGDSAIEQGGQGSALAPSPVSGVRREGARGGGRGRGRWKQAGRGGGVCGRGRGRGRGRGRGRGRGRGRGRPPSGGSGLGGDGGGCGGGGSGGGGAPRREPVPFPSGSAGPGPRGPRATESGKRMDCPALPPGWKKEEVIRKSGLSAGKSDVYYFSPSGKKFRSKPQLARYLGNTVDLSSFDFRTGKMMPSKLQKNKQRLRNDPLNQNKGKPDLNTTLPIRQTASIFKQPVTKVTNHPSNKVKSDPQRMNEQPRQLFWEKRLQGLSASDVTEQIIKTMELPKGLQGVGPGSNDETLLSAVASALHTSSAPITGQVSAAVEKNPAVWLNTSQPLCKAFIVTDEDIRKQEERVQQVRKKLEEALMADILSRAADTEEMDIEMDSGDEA
An asterisk follows results filed as active; . = no result given; & = joins results of further samples. Compounds as they come; 4.6% or so of the library scored in one or more.

smiles | UHRF1 MBD2 ctr | TDP2 inh | PRMT1 inh | TCR-CD3 inh | proKLK7 act | DDE Tn7 FP inh | DDE Tn6 FP inh | LEDGF integ inh | SIAE primary | MBD2 inh
CCC1(C)N=c2c(c(=O)n(C)c(=O)n2C)=NO1 (stereo not given) | -4 | 6 | 0 | 10 | 0.4 | -9 | -3 | -1 | 2 | -3
CCOC(=O)c1sc(NC(=O)C(C)Sc2nc(N)cc(=O)[nH]2)nc1C (stereo not given) | 2 | 4 | 7 | -3 | -0.2 | -1 | 1 | -7 | 8 | -1
O=C(NCC(c1ccco1)N1CCCC1)c1ccc(Cl)c(S(=O)(=O)N2CCc3ccccc32)c1 (stereo not given) | 2 | -11 | 2 | -4 | 0.2 | -8 | 1 | 3 | -10 | 2
NC(=S)NNC(=O)c1cccc(Cl)c1 | -1 | 4 | -2 | 2 | 0.6 | 4 | -5 | 3 | 2 | 2
CN(C)N=Nc1nc2c(c(=O)n(C)c(=O)n2C)n1C | 2 | 2 | -2 | 6 | -0.4 | 0 | 1 | 1 | 0 | 3
COC(=O)c1c(C(=O)OC)c2n(c1C)Cc1ccccc1C2 | -4 | 11 | 1 | 10 | 1.6 | 3 | 5 | 2 | 1 | -4
Cc1cc(SCc2ccc(F)cc2)nc(=O)[nH]1 | -2 | 7 | -3 | 2 | 0.7 | 2 | -4 | 0 | 1 | -5
Cc1ccnc(SCC(=O)c2cc3ccccc3o2)n1 | 0 | -9 | 3 | -1 | -1.0 | -4 | -3 | 3 | -7 | 1
O=C(NCc1cccnc1)C1CCN(c2ccc(S(=O)(=O)N3CCOCC3)cc2Cl)CC1 | 7 | 7 | 1 | -4 | 0.3 | 3 | 2 | 0 | 2 | 1
CC(C)(C)NC(=O)C(c1ccc(C#N)cc1)n1c(=O)c(-c2cc3ccccc3[nH]2)nc2ccccc21 (stereo not given) | -2 | 4 | 0 | -4 | -70 | 2 | 1 | -3 | -23 | -4
CC(=O)c1cccc(NC(=O)CN(C)S(=O)(=O)c2cccc3nsnc23)c1 | 0 | -6 | 1 | 3 | 0.5 | 0 | -7 | 2 | -4 | 0
Cc1cccc(CNC(=O)C2CCC(=O)N(CCCc3ccccc3)C2)c1 (stereo not given) | -1 | -5 | 4 | -5 | -0.1 | 5 | 4 | -1 | -2 | -2
O=C(CN1C(=O)C2CCCCC2C1=O)Nc1cc([N+](=O)[O-])ccc1F (stereo not given) | 5 | 0 | 1 | -5 | -0.1 | 2 | -10 | 0 | 2 | 1
CN(CC#CC1=CCCCC1)/C(N)=N/C(=O)OCc1ccccc1 | 0 | 0 | 2 | . | 0.2 | 5 | 3 | -1 | 0 | -4
CC1CCC/C(=N/Nc2ccc([N+](=O)[O-])cc2[N+](=O)[O-])C1 (stereo not given) | -6 | 4 | 0 | -5 | -0.3 | -3 | 2 | 13 | -1 | -6
CC(=O)Nc1c(O)nc(SC/C=C/CSc2nc(O)c(NC(C)=O)c(=O)[nH]2)[nH]c1=O | -4 | 8 | 5 | 4 | -0.3 | 10 | 0 | 0 | 5 | 1
CCCOc1ccc(C(=O)Nn2c(C)nc3ccccc3c2=O)cc1 | 2 | -5 | -2 | 1 | 0.0 | -10 | -1 | 2 | 3 | -3
COc1ccc(C#Cc2cnc3c(c2)C(=O)N([C@H](C)CO)C[C@@H](C)[C@H](CN(C)C(=O)CN(C)C)O3)cc1 | 0 | -22 | -4 | -11 | 0.0 | -4 | -8 | 3 | -1 | -2
Cc1ccc(C)c(OCC(=O)Nc2ccc(S(=O)(=O)Nc3ccccn3)cc2)c1 | 0 | 9 | 0 | 5 | 0.1 | 8 | 5 | -2 | 3 | 2
COC(=O)c1ccc(C2=NOC(C)(c3sc(-c4ccccc4)nc3C)C2)cc1 (stereo not given) | 1 | 5 | 3 | 3 | -0.7 | 4 | -4 | 0 | -8 | 1
Cc1cc([N+](=O)[O-])nn1Cc1ccccc1F | -1 | 8 | 0 | -6 | 0.5 | 2 | -2 | 0 | 1 | 1
Cc1ccc(Cn2ccc(NC(=O)c3cc(CC(C)C)on3)n2)cc1 | 2 | 2 | -5 | 1 | 0.6 | -2 | -6 | 0 | -3 | 1
COC1=C(Nc2ccc(OC)cc2)C(=O)c2ccccc2C1=O | -8 | 60* | 5 | -7 | 2.9 | 1 | 3 | 18* | 3 | -3
CCN(CC)c1ccc(S(=O)(=O)N2CCOCC2)cc1NC(=O)CSc1n[nH]c(N)n1 | -1 | -8 | 1 | 1 | 0.1 | -1 | 1 | -3 | -1 | 0
CC(=O)CC1(O)C(=O)N(CN2CCN(c3ccccc3)CC2)c2ccccc21 (stereo not given) | 0 | 11 | 2 | 0 | 0.3 | -1 | 0 | -3 | 1 | 6
CCCNC(=O)c1ccc(N2CCC3(CC2)CC(c2ccccc2)=NO3)c(NC(=O)Cc2ccc(F)cc2)c1 | 2 | 7 | -2 | 6 | 0.7 | 3 | -4 | 1 | -7 | 0
O=C(c1ccc2snnc2c1)N1CCCCC1 | -1 | -9 | -1 | -6 | 0.3 | -1 | -9 | -1 | 2 | -5
CC1=NN(C(=O)COc2ccccc2)C(O)(c2ccccc2)C1 (stereo not given) | -2 | -10 | -3 | 0 | 0.2 | -7 | -6 | 8 | 12 | -8
CSc1ccc(/C=C/c2cc(=O)c3ccccc3[nH]2)cc1 | 2 | 4 | 2 | -7 | -25 | 2 | -10 | -3 | -26 | -2
Cc1cc(C(=O)N/N=C/c2ccccn2)c2ccccc2n1 | 1 | 12 | 0 | 7 | 0.2 | -6 | 1 | 5 | 1 | -5

(next part)
smiles | UHRF1 MBD2 ctr | TDP2 inh | PRMT1 inh | TCR-CD3 inh | proKLK7 act | DDE Tn7 FP inh | DDE Tn6 FP inh | LEDGF integ inh | SIAE primary | MBD2 inh
COc1ccc(CNC(=O)CN(C(=O)CCC(=O)Nc2ccccn2)c2cccc(C)c2C)cc1 | -1 | 0 | 3 | -13 | 0.1 | -3 | 9 | -3 | 3 | 1
Cc1nc2ccc(NC(=O)Cc3ccc4c(c3)OCCO4)cc2s1 | -1 | 4 | -3 | 1 | -0.3 | 8 | 0 | -3 | 2 | 5
O=C(CSCc1ccc(Cl)cc1)Nc1ccc(S(=O)(=O)N2CCOCC2)cc1 | 2 | -4 | -4 | 8 | -0.6 | 4 | 1 | -1 | -6 | 0
O=C(Nc1nnc(C2CCCC2)s1)C1CCC1 | 2 | -4 | -3 | 0 | -0.4 | 3 | 4 | 5 | 7 | 2
COc1ccc(-n2c(SCC(=O)Nc3nccs3)nnc2-c2ccc(Cl)cc2)cc1 | 1 | 13 | -3 | 4 | 0.1 | 5 | 8 | -1 | 4 | 0
O=C(c1ccccc1Cl)N1CCC(O)(c2cccnc2)CC1 | 10 | 7 | -2 | 4 | -0.6 | 5 | 1 | 0 | 7 | -1
Cc1cccc2cc(CN(CCCN3CCOCC3)Cc3nnnn3C(C)(C)C)c(=O)[nH]c12 | -2 | 3 | -2 | -1 | 0.1 | 8 | 10 | -3 | 1 | -1
O=C(/C=C/c1ccccc1)Nc1cc(NC(=O)/C=C/c2ccccc2)cc(C(=O)O)c1 | 4 | -14 | 0 | 0 | 0.7 | -3 | -10 | 6 | -119 | -4
Cc1cc(CN(C)C(=O)CC2C(=O)NCCN2Cc2c(F)cccc2Cl)on1 (stereo not given) | -1 | 5 | -4 | 9 | 0.4 | 3 | -3 | 3 | 7 | 5
COC(=O)Cn1c(=NC(=O)c2nc3ccccc3s2)sc2cc(S(C)(=O)=O)ccc21 | 1 | 0 | -2 | -2 | -0.1 | -3 | 9 | 3 | 1 | 3
COc1ccccc1CCC(=O)NNC(=O)c1ccccc1 | 1 | 4 | 0 | 5 | -0.5 | 3 | 5 | -4 | -3 | 1
CC(=O)Nc1ccc(C(=O)Nc2cc(C(F)(F)F)ccc2-n2cnc3ccccc32)cc1 | -3 | 5 | 0 | 8 | 0.6 | 4 | 8 | -3 | -10 | -6
CN(Cc1ccccc1)Cc1nc2c(c(=O)n(C)c(=O)n2C)n1Cc1ccc(Cl)cc1 | 2 | -9 | 4 | -1 | -0.3 | 1 | 9 | -3 | 7 | -1
Cc1cccc(C(=O)OC(C)C(=O)NC2CCCc3ccccc32)c1O (stereo not given) | 2 | -10 | 3 | -11 | -0.3 | -9 | 0 | 0 | -3 | 3
O=C(/C=C/c1ccc(O)c(O)c1)O[C@@H]1C[C@](O)(C(=O)O)C[C@@H](O)[C@H]1O | 4&0 | -1&5 | 6&-3 | -4&6 | -3.1&-4.7 | -6&1 | -1&4 | -9&-7 | 2&7 | 0&2
COc1ccc(OCC(O)CNC(=O)c2sccc2Cl)cc1 (stereo not given) | 1 | 6 | -5 | -1 | 0.1 | -4 | -6 | 4 | 0 | 1
COc1ccc(C(=O)O)cc1NC(=S)NC(=O)/C=C/c1ccc(C(C)C)cc1 | -1 | 13 | -4 | 10 | 0.3 | 7 | 3 | 1 | -29 | -11
COc1cc2nc(CN(CCC(C)C)Cc3nc4cc(OC)c(OC)cc4c(=O)[nH]3)[nH]c(=O)c2cc1OC | 1 | 7 | -1 | 5 | -3.0 | 1 | 0 | -1 | 1 | -2
CC(=O)CC1c2cc(F)ccc2C=C(c2ccsc2)N1c1ccc(C#CC2(O)CCCCC2)cc1 (stereo not given) | 0 | 4 | 1 | 6 | 0.2 | 7 | -11 | 2 | -3 | 0
NNC(=S)NCc1ccc2c(c1)OCO2 | 1 | 5 | -2 | 2 | -0.5 | 5 | 5 | -1 | 15 | 0
CC(C)CC(=O)NC(=S)Nc1ccc(S(=O)(=O)N2CCN(C)CC2)cc1 | 3 | 6 | -2 | 0 | -0.7 | 4 | -5 | -1 | -1 | -1
CCOc1ncccc1C(=O)Nc1cccc(C(=O)Nc2cccc(S(=O)(=O)CCO)c2)c1 | -3 | 6 | -2 | 7 | 0.0 | -7 | -5 | 0 | -9 | 4
CC(=O)c1ccc(S(=O)(=O)N2CCN(C(=O)CN3C(=O)NC4(CCCC4)C3=O)CC2)cc1 | 2 | 1 | 2 | 10 | 0.4 | 4 | 8 | -1 | 3 | 2
O=C(NC12CC3CC(CC(C3)C1)C2)c1cnccn1 | -2 | -3 | 4 | 3 | 2.5 | -9 | 4 | 5 | 5 | -4

Ordered by molar mass (ascending): some entries from above
smiles | UHRF1 MBD2 ctr | TDP2 inh | PRMT1 inh | TCR-CD3 inh | proKLK7 act | DDE Tn7 FP inh | DDE Tn6 FP inh | LEDGF integ inh | SIAE primary | MBD2 inh
Cc1cccc(C(=O)OC(C)C(=O)NC2CCCc3ccccc32)c1O (stereo not given) | 2 | -10 | 3 | -11 | -0.3 | -9 | 0 | 0 | -3 | 3
CC(=O)Nc1ccc(C(=O)Nc2cc(C(F)(F)F)ccc2-n2cnc3ccccc32)cc1 | -3 | 5 | 0 | 8 | 0.6 | 4 | 8 | -3 | -10 | -6
CC(=O)CC1c2cc(F)ccc2C=C(c2ccsc2)N1c1ccc(C#CC2(O)CCCCC2)cc1 (stereo not given) | 0 | 4 | 1 | 6 | 0.2 | 7 | -11 | 2 | -3 | 0
